Compound activity deposited in PubChem by The Scripps Research Institute Molecular Screening Center.
TbREL1 primary: TbREL1 inhibition, primary screen | P86926 | TbREL1 RNA ligation, FRET fluorescence | inhibition, % at 9.66 µM | actives 0.49% (n = 89,000) | AID 1117264;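 active = inhibition above the mean inhibition across all screened compounds plus 3 SD, cut at about 11% in these data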;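 also: 0% = plate median of test wells and 100% = NSC42067 control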
Target sequence (P86926 whole entry, looked up): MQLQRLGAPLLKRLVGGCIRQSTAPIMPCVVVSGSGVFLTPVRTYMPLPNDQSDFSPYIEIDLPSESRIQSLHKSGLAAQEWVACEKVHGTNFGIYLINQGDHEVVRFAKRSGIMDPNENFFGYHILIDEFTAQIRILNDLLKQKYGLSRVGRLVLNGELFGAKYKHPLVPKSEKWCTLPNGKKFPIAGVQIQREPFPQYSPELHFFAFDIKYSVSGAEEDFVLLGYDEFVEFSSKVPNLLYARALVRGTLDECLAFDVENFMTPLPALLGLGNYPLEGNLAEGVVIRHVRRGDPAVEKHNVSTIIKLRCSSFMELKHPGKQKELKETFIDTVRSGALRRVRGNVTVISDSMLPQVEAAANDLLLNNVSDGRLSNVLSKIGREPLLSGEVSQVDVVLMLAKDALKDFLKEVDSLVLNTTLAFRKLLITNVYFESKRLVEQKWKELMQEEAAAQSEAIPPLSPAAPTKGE
Active calls of the source: *. Not all compounds are listed. The share of hits here may be higher or lower than overall.

SMILES	TbREL1 primary
O=C(c1ncn(Cc2ccccc2)c1C(=O)N1CCN(c2ccccc2)CC1)N1CCN(c2ccccc2)CC1	-2.8
CC(C)c1ccccc1NC(=O)Cn1c(-c2ccccc2Cl)nc2ccccc21	-2.8
CN(C)c1ccc(NC(=O)CCCc2ccccc2)cc1	-6.3
CC(C)C[C@H](NC(=O)c1nc[nH]c1C(=O)N(C)Cc1ccccc1)C(=O)OCc1ccccc1	-1.1
COc1cccc(NC(=O)c2cc3c(=O)n4ccccc4nc3n(CC(C)C)c2=N)c1	0.8
Cc1ccccc1CN(C)C(=O)[C@H](Cc1ccccc1)NC(=O)c1ccco1	0.1
Cc1cc(C)nc(CCNC(=O)CC2C(=O)NCCN2Cc2ccc(F)cc2Cl)n1 (stereo unspecified)	-2.6
Cc1ccc(N(C)S(=O)(=O)c2cccc(C(=O)N3CCN(Cc4ccccc4)CC3)c2)cc1	-3.1
Cc1ccc(C)c(N(CC(=O)Nc2ccccc2C(=O)NCc2ccco2)S(=O)(=O)c2ccccc2)c1	-4.9
O=C(O)C1CCCCN1S(=O)(=O)c1ccc(Cl)s1 (stereo unspecified)	5.6
CCn1c(/C=C/c2ccc([N+](=O)[O-])o2)nc2ccccc2c1=O	-0.3
Cc1ccc(-n2c(N)c(C(=O)NCc3cccnc3)sc2=S)cc1	2.1
O=C(CSc1n[nH]c(=O)n1C1CC1)NCc1ccccc1Cl	-4.1
CCc1nnc(NC(=O)CSc2nnc(-c3ccoc3C)n2-c2ccc(C)cc2)s1	-1.6
O=C(NC1CCCc2c1cnn2-c1ccc(F)cc1F)c1cccs1 (stereo unspecified)	2.1
COc1ccccc1NC(=O)COC(=O)C1CC(=O)N(c2ccc3c(c2)OCCO3)C1 (stereo unspecified)	8.3
CCCCn1nc2cc(C(=O)NCc3ccc4c(c3)OCO4)ccc2c1OCC	-0.3
CC(C)C[C@H]1COc2cc(N3CCC[C@H]3CO)ccc2S(=O)(=O)N1	1.7
CCCc1n[nH]c(=S)n1Cc1ccco1	1.8
CCC1(C)CC(c2csc(N)n2)CCO1 (stereo unspecified)	3.2
Cc1ccc(S(=O)(=O)Nc2cc(S(=O)(=O)N3CCCCC3)ccc2N2CCOCC2)cc1	-1.2
CCC(C)NC(=O)CN1C(=O)CC(C)(C)S(=O)(=O)c2ccccc21 (stereo unspecified)	-3.0
Oc1ccc(-c2csc(-c3c[nH]c4ccccc34)n2)c(O)c1	-0.9
COC(=O)N/N=C(\C)c1ccc(Br)cc1	2.1
COc1ccc([C@H]2CC(=O)C=C(c3cccc(Cl)c3)C2)cc1	0.3
O=C(COc1ccc(F)cc1)N(c1ccccn1)C1CCCCC1	-0.4
CC(C(=O)NCC1CCCO1)N1C(=O)C2C3CC(C(Br)C3Br)C2C1=O (stereo unspecified)	3.3
COc1ccc(CCNC(=O)C23CCC(C)(C(=O)O2)C3(C)C)cc1OC (stereo unspecified)	8.3
Cc1cc(NS(=O)(=O)c2ccc(NC(=O)/C=C/c3c(F)cccc3Cl)cc2)no1	0.1
CCN(CC)CCCn1c2c(c(SCC(=O)Nc3cc(C)on3)nc1=O)CCC2	-0.7
COc1cc2c(c(OC)c1OC)C(=O)CC2	-3.3
COc1cc(OC)cc(C(=O)Nc2cc(C)nn2-c2ccccc2)c1	-1.8
O=C(COc1ccccc1)N=C1SC2CS(=O)(=O)CC2N1c1ccc(F)cc1 (stereo unspecified)	-1.0
O=C(c1ccc2c(=O)n3c(nc2c1)CCCCC3)N1CCN(C(c2ccccc2)c2ccccc2)CC1	-1.4
O=C(O)Cn1cnc2c(NCc3ccccc3)ncnc21	6.1
Cc1cc(NC(=O)CCSc2nc(-c3ccco3)cc(C(F)(F)F)n2)no1	-1.3
Cc1ccc(Oc2nc(-c3cccnc3)nc3ccccc23)c([N+](=O)[O-])n1	0.2
O=C(O)c1ccc(N2C(=O)CC(SC(=Nc3ccccc3)Nc3ccccc3)C2=O)cc1 (stereo unspecified)	6.7
COc1ccc(C(=O)N(CN2CCCC2=O)c2ccccc2OC)cc1OC	-0.1
C#Cc1ccc([C@@H]2C=C(C(=O)NCc3ccccc3)O[C@H](OCc3ccc(CO)cc3)C2)cc1	-1.2
CC(C)Oc1ccc(/C(O)=C2/C(=O)C(=O)N(CCN3CCNCC3)C2c2cccc([N+](=O)[O-])c2)cc1 (stereo unspecified)	-2.9
COc1ccc(NC(=S)N2CCN(Cc3cccc(F)c3)CC2)c(OC)c1	-8.3
Cc1cc(COc2ccccc2O)on1	-1.2
COc1ccc(NC(=O)COc2cccc3c2OC(C)(C)C3)cc1OC	-1.8
CCc1ccccc1N1CC(C(=O)Nc2nccs2)CC1=O (stereo unspecified)	1.7
Cc1ccc(NC(=O)CN(C)C(=O)COC(=O)c2nc3nccc(C)n3n2)cc1	5.3
Cc1sc2nc(CSc3nnnn3-c3ccc(Cl)cc3)[nH]c(=O)c2c1C	-3.3
CC(Oc1ccccc1Cl)C(=O)Nc1ccc(S(=O)(=O)Nc2nccs2)cc1 (stereo unspecified)	-2.8
CNC(=O)NC(=O)CSc1ccc(S(=O)(=O)N2CCOCC2)cn1	-1.9
COc1ccc(-c2ccc(CN3C(C)C(=O)N(Cc4cn(CCC5OCCO5)nn4)CCS3(=O)=O)cc2)cc1 (stereo unspecified)	1.1
CC(=O)Nc1nonc1NC(=O)CSc1ncn[nH]1	0.3
CC(=O)n1cc([C@@H]2C=C(C(=O)NCc3ccccc3)O[C@H](OCc3ccc(CO)cc3)C2)c2ccccc21	-1.2
COc1ccc(C2/C(=C(/O)c3ccccc3)C(=O)C(=O)N2c2ccccn2)c(OC)c1 (stereo unspecified)	-3.8
COCCNC(=O)c1cc2c(-c3ccccc3F)nn(C)c2s1	-2.7
Cc1cc(OC(C)C(=O)Nc2ccccc2C(=O)N2CCCC2)ccc1Cl (stereo unspecified)	-2.7
CC1CCc2nn(CC(=O)NCc3ccco3)cc2C1 (stereo unspecified)	-1.6
CCOc1ccccc1NC(=O)COC(=O)c1cc[n+]([O-])cc1	3.2
COc1ccc(/C=C2\SC(=S)N(CCC(=O)NC3CCCC3)C2=O)cc1OC	-1.9
Cc1cc2nc(-c3ccc(SCC(=O)Nc4ccc(S(=O)(=O)N5CCCC5)cc4)nc3)[nH]c2cc1C	-1.1
Cc1ccc(N2CCN(C(=O)c3nn(C)c4c3CS(=O)(=O)c3ccccc3-4)CC2C)cc1 (stereo unspecified)	-0.6

(next part)
SMILES	TbREL1 primary
COc1ccccc1-n1c(SCC(=O)Nc2ccccc2F)nc2[nH]ncc2c1=O	7.2
COc1ccc(OCC(=O)NNC(=O)Cc2coc3cc(OC)ccc23)cc1	2.6
CCCCN1CCCOc2cc(Br)ccc2S1(=O)=O	-0.8
CCC(=O)Nc1ccc(N2CCN(C(=O)c3ccccc3C)CC2)cc1	-5.1
COc1ccc(N(C(=O)c2ccccc2OC(C)=O)C(C)C2CC2)cc1 (stereo unspecified)	-0.7
Cc1ccc([C@@H]2[C@@H]3C(=O)N(C)C(=O)[C@@H]3[C@]3(C)C(=O)N(CCO)CC(=O)N23)o1	-0.4
O=C(CSc1nn(-c2ccccc2)c(=S)s1)Nc1ncccn1	0.1
O=C(O)CCCC(=O)OCc1c(-c2ccccc2)ncc2ccccc12	1.7
Cc1cc(C)cc(N2CC(C(=O)Nc3cc(C)on3)CC2=O)c1 (stereo unspecified)	-3.0
CC1CCCCC1NC(=O)COC(=O)c1ccc2c(c1)OCCO2 (stereo unspecified)	5.4
Cc1cccc(NC(=O)c2ccc(S(=O)(=O)N(C)C)cc2)c1	1.1
CC(CCc1ccccc1)NC(=O)c1ccc2nc(N3CCOCC3)sc2c1 (stereo unspecified)	-4.1
Cc1ccc(S(=O)(=O)c2cc(Nc3ccccc3)ccc2O)cc1	3.2
O=C(Cc1c(F)cccc1Cl)NNC(=O)c1ccccc1Cl	1.0
CC(C)C(NS(=O)(=O)c1cccs1)C(=O)N1CCC(C(N)=O)CC1 (stereo unspecified)	-0.9
CSc1nc2nc3c(cc2c(=O)n1-c1ccccc1C)COC(C)(C)C3	-0.1
COc1ccc(-c2ccc3c(c2)S(=O)(=O)c2cccc(C(=O)O)c2C3=O)cc1OC	0.1
CCC[C@H]1[C@H](N)CC[C@@]23CCCN2C(=O)CCC[C@@H]13	9.2
COc1ccc(OC)c(-c2csc(N(CC3CCCO3)C(=O)Cc3ccccc3)n2)c1 (stereo unspecified)	-0.8
CCOc1cc(CN2CCCC(CNC(=O)c3ccc(F)cc3)C2)ccc1OC (stereo unspecified)	1.1
COc1ccc(S(=O)(=O)N2CCC(C(=O)N3CCOCC3)CC2)cc1	-0.3
Cc1cc(-c2[nH]nc3c2C(c2cccc(O)c2)C(C#N)=C(N)O3)c(C)s1 (stereo unspecified)	4.0
CCN(C(=O)c1cc2c(s1)-c1ccccc1OC2)c1cc(OC)ccc1OC	-1.2
C[C@H](NC(=O)c1[nH]cnc1C(=O)Nc1ccccc1)C(=O)OC(C)(C)C	-1.3
CCCn1c(C(C)NC(C)=O)nc2ccccc21 (stereo unspecified)	1.9
O=C1CCN(Cc2ccc(O)cc2)CCN1[C@H](CO)c1ccccc1	-3.1
CCCCCn1c(CN2CCN(Cc3ccccc3)CC2)nc2c1c(=O)n(C)c(=O)n2C	-3.1
CC(C)NC(=O)C1(C#N)C=C1c1ccccc1 (stereo unspecified)	-3.6
COCCNC(=O)C(c1ccc(F)cc1)N(CCOC)C(=O)CCC(=O)Nc1ccccn1 (stereo unspecified)	0.1
c1ccc(NCc2ccccn2)cc1	0.8
COc1ccc2c(c1)CC/C(=C\C=C\c1ccccc1OC)C2=O	1.2
COc1ccccc1NC(=O)CCN1CCN(C)CC1	-0.9
C/C(=N\OCc1ccc(C#N)cc1)c1cc2ccccc2o1	2.2
COc1ccccc1C(=O)NC(=O)COc1ccc(Cl)cc1Cl	0.2
Cc1ccc(S(=O)(=O)c2c(N)n(C)c3nc4ccccc4nc23)cc1	0.0
Cc1cc(C(=O)NNC(=S)NCC2CCCO2)cs1 (stereo unspecified)	-1.8
O=S(=O)(c1ccc(Cl)cc1)N1CCN(CCc2ccncc2)CC1	-3.8
O=C(O)CCCC(=O)N1N=C(c2ccccc2)CC1c1cccs1 (stereo unspecified)	2.4
Cc1c(C(=O)NNC(=O)c2ccncc2)oc2ccc(Br)cc12	-0.4
CCOC(=O)c1c(NC(=O)Cc2ccccc2)sc2c1CC(C)(C)NC2(C)C	6.5
COc1cc(-c2nc(-c3ccccc3)c(-c3cccs3)[nH]2)cc(OC)c1O	-5.0
COc1ccc(CNC(=O)N2CCN(S(=O)(=O)c3ccccc3)CC2)cc1	-1.1
Cc1cc([N+](=O)[O-])nn1CC(=O)NCCCN1CCOCC1	-1.2
CCCCn1c(N)c(N(CCOC)C(=O)C2CC(=O)N(c3ccc(CC)cc3)C2)c(=O)[nH]c1=O (stereo unspecified)	-0.4
Cc1cc(C)c(C(O)c2ncc(-c3cccc(F)c3)[nH]2)c(C)c1 (stereo unspecified)	1.8
Cc1c(NC(=O)CSc2ccccc2C(=O)Nc2cccnc2)c(=O)n(-c2ccccc2)n1C	1.9
Cc1ccccc1-n1c(=O)c2c(n3cnnc13)-c1ccccc1CC21CCCCC1	-3.3
CC(C)NC(=O)N(Cc1ccccc1)Cc1cccs1	2.2
CCCCCC(=O)NC1CCCCN(Cc2ccccc2C)C1=O (stereo unspecified)	-0.2
CC(C)CN1C(=O)N2CCc3ccccc3C2CS1(=O)=O (stereo unspecified)	3.8
CN1C(N)=NC(=O)/C1=C/c1ccc(F)cc1	-0.1
CCN(CC)c1ccc(NC(=O)Nc2ccc(C(C)=O)cc2)cc1	-5.3
O=C(CN1C2=NCCN2c2ccccc21)c1ccco1	-1.0
CC(C)CC1C(=O)N(Cc2cn(Cc3ccco3)nn2)CCS(=O)(=O)N1Cc1ccc(-c2cccc(N(C)C)c2)cc1 (stereo unspecified)	-5.0
Cc1cc(C)n(CCCNC(=O)COc2ccc([N+](=O)[O-])cc2)n1	0.5
C[C@@H]1CN([C@H](C)CO)C(=O)CCCn2cc(nn2)CO[C@H]1CN(C)C(=O)c1ccccc1	2.2
CCN(CC)S(=O)(=O)c1ccc(N2CCOCC2)c(NC(=O)c2cc([N+](=O)[O-])ccc2Cl)c1	1.1
CS(=O)(=O)c1nc(-c2ccccc2)cc(C(F)(F)F)n1	4.0

Compounds above containing an NH in an aromatic ring:
SMILES	TbREL1 primary
CC(C)C[C@H](NC(=O)c1nc[nH]c1C(=O)N(C)Cc1ccccc1)C(=O)OCc1ccccc1	-1.1
O=C(CSc1n[nH]c(=O)n1C1CC1)NCc1ccccc1Cl	-4.1
CCCc1n[nH]c(=S)n1Cc1ccco1	1.8
Oc1ccc(-c2csc(-c3c[nH]c4ccccc34)n2)c(O)c1	-0.9
Cc1sc2nc(CSc3nnnn3-c3ccc(Cl)cc3)[nH]c(=O)c2c1C	-3.3
CC(=O)Nc1nonc1NC(=O)CSc1ncn[nH]1	0.3
Cc1cc2nc(-c3ccc(SCC(=O)Nc4ccc(S(=O)(=O)N5CCCC5)cc4)nc3)[nH]c2cc1C	-1.1
COc1ccccc1-n1c(SCC(=O)Nc2ccccc2F)nc2[nH]ncc2c1=O	7.2
Cc1cc(-c2[nH]nc3c2C(c2cccc(O)c2)C(C#N)=C(N)O3)c(C)s1 (stereo unspecified)	4.0
C[C@H](NC(=O)c1[nH]cnc1C(=O)Nc1ccccc1)C(=O)OC(C)(C)C	-1.3
COc1cc(-c2nc(-c3ccccc3)c(-c3cccs3)[nH]2)cc(OC)c1O	-5.0
CCCCn1c(N)c(N(CCOC)C(=O)C2CC(=O)N(c3ccc(CC)cc3)C2)c(=O)[nH]c1=O (stereo unspecified)	-0.4
Cc1cc(C)c(C(O)c2ncc(-c3cccc(F)c3)[nH]2)c(C)c1 (stereo unspecified)	1.8
